Source: PubChem
SUMO1 PPI mod – modulators of human SUMO1-mediated protein-protein interactions; P63165; SUMO1 binding to a labelled peptide, TR-FRET, 1 h; inhibition, % at 20 µM; 0.33% of 360,000 active; AID 602429; in the data active = inhibition above about 37%
NRP1-CendR mod – modulators of CendR peptide binding to human neuropilin-1. FAM-RPARPAR peptide binding to NRP-1, fluorescence polarization. inhibition, % at 25 µM. 0.85% of 360,000 active. AID 602438;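 active = inhibition or corrected inhibition above about 18%, plus a signal ratio from 0.5 to 1.5, limit read from the data, passing the limit was not always enough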; note: strong numbers were not always called active
Rpn11 block – blocks the human proteasome subunit Rpn11. 0.59% of 360,000 active. O00487. calls only at 20 µM. human 26S proteasome, Ub4-pepOG fluorescence polarization; 20S core pre-blocked with epoxomicin;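 active = inhibition at 20 µM, scaled to each plate's controls, above about 33%, limit read from the data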
Scp1 inh – blocks human Scp-1 phosphatase activity. Q9GZU7. Recombinant Scp1, phosphopeptide, malachite green phosphate absorbance. inhibition, % at 20 µM. 0.88% of 340,000 active;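 active = inhibition above about 50% at 20 µM, limit read from the data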;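 note: plate controls were DMSO wells with enzyme for no effect and wells lacking enzyme for full effect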
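System: truncated SCP-1 phosphatase (76-261aa); medium: Tris acetate buffer pH 5.5 with MgCl2 and Tween-20; incubation: 45 min room-temperature reaction, 5 min colour, 30 min stabiliser; compound: single 20 µM dose, 1% DMSO; reagent: Phosphorylated 17-residue peptide substrate; read-out: % inhibition at 20 µM; technique: colorimetric free-phosphate detection, absorbance 630 nm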
LMPTP block – LMPTP (human) inhibition | P24666 | 0.22% of 360,000 active | inhibition, % at 20 µM | recombinant LMPTP-A, OMFP fluorogenic substrate, fluorescence intensity | AID 651560;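 active = compounds that cut the enzyme signal by at least half of the control window in the single-dose screen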;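 note: plate controls were DMSO wells with enzyme plus substrate for no effect and substrate without enzyme for full effect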
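Assay system: LMPTP-A phosphatase enzyme | Input: 0.625 nM enzyme | Also added: Fluorogenic phosphatase substrate OMFP at 400 µM final | Compound dosing: One test concentration per compound, 20 µM, with 3% DMSO overall | Schedule: 50 min enzyme reaction at room temperature, protected from light | Signal: Fluorescence intensity | Benchmarks: no-enzyme and uninhibited controls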
MT1-MMP act inh – blocks activation of human MT1-MMP | HT1080 RFP-PRO-GFP cells, GFP/RFP ratio fluorescence, overnight; percent of plate control window, DMSO zero | GFP/RFP ratio change, % at 20 µM | 0.061% of 360,000 active | AID 651647;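 active = GFP/RFP ratio change of at least 30% with cell ATP level not reduced by more than half and red fluorescence within 50% of control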; note: strong numbers were not always called active
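Assay system: HT1080 RFP-PRO-GFP cells | Dosing: 20 µM single dose, 1% DMSO | Incubation: Cells overnight before dosing, compound overnight, 37 °C, 5% CO2 | Evaluation: GFP/RFP fluorescence ratio | Control set: DMSO-only wells and HT1080 RFP-L50D-GFP cell wells as references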
NadD inh – blocks S. aureus nicotinate mononucleotide adenylyltransferase. purified NadD enzyme, colorimetric absorbance read-out. inhibition, % at 20 µM. 0.78% of 360,000 active; in the data active = inhibition above about 26%; note: some compounds past the cut are filed as inactive
STEP inh – blocks human striatal-enriched tyrosine phosphatase; recombinant STEP, OMFP fluorogenic substrate, fluorescence; inhibition, % at 20 µM; AID 588621; 0.25% of 360,000 active; P54829;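 active = inhibition at 20 µM, scaled per plate between control wells, above about 37%, limit read from the data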;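 note: 0% = DMSO with enzyme and substrate and 100% = substrate only without enzyme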
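Assay system: isolated STEP enzyme. Buffer or medium: pH 6.0 Bis-Tris with DTT and Tween 20. Also added: fluorogenic phosphatase substrate OMFP at 25 µM final. Dosing: 20 µM, 1% DMSO. Timing: 20 min reaction, room temperature, in the dark. Measured by: fluorescence intensity, excitation 480 nm, emission 540 nm. Evaluation: normalized % inhibition.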
SKN-1 inh – C. elegans SKN-1 inhibition; C. elegans VP596 Pgst-4::GFP/RFP ratio, acrylamide-induced, 24 h; inhibition, % at 21.8 µM; 0.49% of 360,000 active; AID 624304;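 active = interference check ratio from 0.5 to 1.5 plus GFP to RFP signal ratio inhibition reaching or exceeding a fixed threshold, cut at about 30% in these data, passing the limit was not always enough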; note: some compounds called inactive have numbers as strong as hits
DNMT1 inh – inhibitors of human DNMT1; 0.83% of 360,000 active; P26358; inhibition (reported as % activation of signal), % at 10 µM; DNMT1 molecular beacon, Hinp1I cleavage, fluorescence; in the data active = inhibition above about 50%
Target sequence (P26358 504-1616 limits assumed): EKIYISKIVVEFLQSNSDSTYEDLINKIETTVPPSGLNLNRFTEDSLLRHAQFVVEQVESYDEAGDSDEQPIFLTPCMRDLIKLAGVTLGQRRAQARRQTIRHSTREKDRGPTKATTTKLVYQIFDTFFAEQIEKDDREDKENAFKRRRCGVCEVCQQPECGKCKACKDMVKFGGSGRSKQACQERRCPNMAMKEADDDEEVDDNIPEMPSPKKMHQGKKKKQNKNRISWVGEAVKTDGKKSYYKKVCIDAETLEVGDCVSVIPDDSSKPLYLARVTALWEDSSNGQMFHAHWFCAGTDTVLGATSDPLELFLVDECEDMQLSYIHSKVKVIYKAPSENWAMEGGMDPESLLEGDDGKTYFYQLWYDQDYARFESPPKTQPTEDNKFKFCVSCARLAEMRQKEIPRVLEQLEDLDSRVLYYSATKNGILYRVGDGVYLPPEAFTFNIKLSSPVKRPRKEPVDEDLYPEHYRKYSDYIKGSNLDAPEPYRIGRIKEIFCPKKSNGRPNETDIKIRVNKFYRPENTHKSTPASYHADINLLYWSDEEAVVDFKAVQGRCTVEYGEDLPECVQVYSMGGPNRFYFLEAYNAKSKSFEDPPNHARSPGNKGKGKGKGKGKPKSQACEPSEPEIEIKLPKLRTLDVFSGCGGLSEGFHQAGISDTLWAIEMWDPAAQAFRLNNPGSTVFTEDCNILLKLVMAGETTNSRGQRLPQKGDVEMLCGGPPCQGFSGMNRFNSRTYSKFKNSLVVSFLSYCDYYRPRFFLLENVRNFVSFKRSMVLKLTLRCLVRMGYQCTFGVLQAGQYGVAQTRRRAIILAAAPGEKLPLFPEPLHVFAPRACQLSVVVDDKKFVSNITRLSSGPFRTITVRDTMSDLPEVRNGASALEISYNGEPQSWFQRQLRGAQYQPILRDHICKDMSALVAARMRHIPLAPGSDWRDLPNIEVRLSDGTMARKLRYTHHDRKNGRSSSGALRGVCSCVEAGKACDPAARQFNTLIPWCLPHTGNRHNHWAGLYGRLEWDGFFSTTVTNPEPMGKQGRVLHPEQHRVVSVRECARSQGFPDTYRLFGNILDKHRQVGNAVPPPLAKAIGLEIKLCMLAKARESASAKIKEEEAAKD
* = called active by the depositor.

How did Cc1ccc(SC[C@H](c2ccccc2)N2CCN(CC(C)C)CCC2=O)cc1 do in these assays?
SUMO1 PPI mod: 1; NRP1-CendR mod: 33*; Rpn11 block: inactive; Scp1 inh: -4; LMPTP block: -0.5; MT1-MMP act inh: -1; NadD inh: -14; STEP inh: -1; SKN-1 inh: 6; DNMT1 inh: 7

How did O=C(CN1C(=O)c2cccc3cccc1c23)Nc1ccc(S(=O)(=O)N2CCOCC2)cc1 do in these assays?
SUMO1 PPI mod: -19; NRP1-CendR mod: -7; Rpn11 block: inactive; Scp1 inh: -10; LMPTP block: 0.7; MT1-MMP act inh: 1; NadD inh: 2; STEP inh: 3; SKN-1 inh: 13; DNMT1 inh: -5

Results for O=C(C[C@H]1C(=O)N(Cc2cccnc2)C[C@@H]1Cc1ccccc1)Nc1ccccc1 ?
SUMO1 PPI mod: 3; NRP1-CendR mod: -7; Rpn11 block: inactive; LMPTP block: -0.6; MT1-MMP act inh: 4; NadD inh: 5; STEP inh: 2; SKN-1 inh: 7; DNMT1 inh: 6

How did CCC(c1ccccc1)c1noc(CCN(CC)CC)n1 (configuration not stated) do in these assays?
SUMO1 PPI mod: 7; NRP1-CendR mod: 1; Rpn11 block: inactive; LMPTP block: -0.2; MT1-MMP act inh: -3; NadD inh: -2; STEP inh: 2; SKN-1 inh: 4; DNMT1 inh: 4

How did COc1ccc(NC(=S)N(CCCN2CCOCC2)Cc2ccco2)cc1 do in these assays?
SUMO1 PPI mod: -1; NRP1-CendR mod: -6; Rpn11 block: inactive; Scp1 inh: -3; LMPTP block: -2.4; MT1-MMP act inh: 2; NadD inh: -5; STEP inh: 4; SKN-1 inh: -4; DNMT1 inh: 3

What do the screens show for `CC(=O)N1C[C@H]2CON(C)[C@H]2C[C@H]1c1cccc(-c2ccccc2C)c1`?
SUMO1 PPI mod: -1; NRP1-CendR mod: 15; Rpn11 block: inactive; Scp1 inh: -8; LMPTP block: -2.1; MT1-MMP act inh: 4; NadD inh: -1; STEP inh: 2; SKN-1 inh: -1; DNMT1 inh: 3

Results for CC1(C(=O)NS(=O)(=O)C2CC2)CCN(C(=O)COCc2ccccc2)C1 (configuration not stated) ?
SUMO1 PPI mod: 0; NRP1-CendR mod: -1; Rpn11 block: inactive; LMPTP block: -0.9; MT1-MMP act inh: -3; NadD inh: -2; STEP inh: -4; SKN-1 inh: -11; DNMT1 inh: 0

What do the screens show for `N#Cc1nc(-c2cccs2)oc1NCC1CCCO1` (configuration not stated)?
SUMO1 PPI mod: 1; NRP1-CendR mod: 6; Rpn11 block: inactive; Scp1 inh: -2; LMPTP block: -0.5; MT1-MMP act inh: 6; NadD inh: 2; STEP inh: -1; SKN-1 inh: 16; DNMT1 inh: 67*

Results for Cc1ccc2c(Cl)cc(Cl)c(OCC(=O)Nc3cc(S(=O)(=O)N(C)C)ccc3C)c2n1 ?
SUMO1 PPI mod: 5; NRP1-CendR mod: 4; Rpn11 block: inactive; Scp1 inh: -1; LMPTP block: 3.7; MT1-MMP act inh: -1; NadD inh: 22; STEP inh: 1; SKN-1 inh: -1; DNMT1 inh: -6

What do the screens show for `COc1cccc(/C=C2\SC(N3CCCC(C)C3)=NC2=O)c1OC` (configuration not stated)?
SUMO1 PPI mod: -16; NRP1-CendR mod: -1; Rpn11 block: inactive; Scp1 inh: 2; LMPTP block: 0.0; MT1-MMP act inh: 3; NadD inh: 0; STEP inh: 2; SKN-1 inh: 11; DNMT1 inh: 0

How did O=C(CC1C(=O)NCCN1Cc1ccccc1C(F)(F)F)NC1CCCCCC1 (configuration not stated) do in these assays?
SUMO1 PPI mod: 8; NRP1-CendR mod: 6; Rpn11 block: inactive; Scp1 inh: 1; LMPTP block: -3.6; MT1-MMP act inh: -5; NadD inh: 1; STEP inh: 0; SKN-1 inh: -2; DNMT1 inh: -10

How did NC(=O)Nc1ccc(C(=O)OCC(=O)NC2CCCc3ccccc32)cc1 (configuration not stated) do in these assays?
SUMO1 PPI mod: 1; NRP1-CendR mod: -5; Rpn11 block: inactive; Scp1 inh: 0; LMPTP block: 0.3; MT1-MMP act inh: -2; NadD inh: 0; STEP inh: -2; SKN-1 inh: -1; DNMT1 inh: -2

Results for CCN(CC)S(=O)(=O)c1ccc2oc(C(=O)NCCN3CCOCC3)c(C)c2c1 ?
SUMO1 PPI mod: 6; NRP1-CendR mod: -1; Rpn11 block: inactive; Scp1 inh: -7; LMPTP block: -2.7; MT1-MMP act inh: 2; NadD inh: -7; STEP inh: 28; SKN-1 inh: 4; DNMT1 inh: 2

Results for S=C(NCc1ccco1)Nc1ccc(Cl)c(Cl)c1 ?
SUMO1 PPI mod: -1; NRP1-CendR mod: -7; Rpn11 block: inactive; Scp1 inh: -5; LMPTP block: 0.3; MT1-MMP act inh: -11; NadD inh: -2; STEP inh: -3; SKN-1 inh: 8; DNMT1 inh: -4

How did CN(C)c1ccc(C2C3=C(CCCC3=O)OC3=C2C(=O)CCC3)cc1 do in these assays?
SUMO1 PPI mod: -1; NRP1-CendR mod: 8; Rpn11 block: inactive; Scp1 inh: 8; LMPTP block: 0.7; MT1-MMP act inh: -4; NadD inh: 13; STEP inh: -1; SKN-1 inh: -17; DNMT1 inh: -3

Results for Cc1cc(C)c(C)c(S(=O)(=O)N2CCC(C(=O)N3CC(C)CC(C)C3)CC2)c1C (configuration not stated) ?
SUMO1 PPI mod: 2; NRP1-CendR mod: -10; Rpn11 block: inactive; Scp1 inh: 4; LMPTP block: 1.9; MT1-MMP act inh: -1; NadD inh: 4; STEP inh: 3; SKN-1 inh: 14; DNMT1 inh: 3

How did CCOC(=O)CSc1nnc(-c2ccco2)n1C do in these assays?
SUMO1 PPI mod: -2; NRP1-CendR mod: -16; Rpn11 block: inactive; Scp1 inh: -8; LMPTP block: -1.7; MT1-MMP act inh: -4; NadD inh: 0; STEP inh: -3; SKN-1 inh: -5; DNMT1 inh: 5

How did O=C(O)C1CC=CCC1C(=O)NCCc1ccccc1 (configuration not stated) do in these assays?
SUMO1 PPI mod: -1; NRP1-CendR mod: -2; Rpn11 block: inactive; Scp1 inh: 5; LMPTP block: 0.0; MT1-MMP act inh: 0; NadD inh: -3; STEP inh: -7; SKN-1 inh: 19; DNMT1 inh: 6

What do the screens show for `CCc1nnc(NC(=O)CCC(=O)NC2CCCC2)s1`?
SUMO1 PPI mod: 2; NRP1-CendR mod: 2; Rpn11 block: inactive; Scp1 inh: -9; LMPTP block: -1.2; MT1-MMP act inh: 0; NadD inh: -1; STEP inh: -2; SKN-1 inh: 4; DNMT1 inh: 0

What do the screens show for `Cc1cc(C)c(C(=O)CSc2nc(C)cc(C)c2C(N)=O)c(C)c1`?
SUMO1 PPI mod: 1; NRP1-CendR mod: 0; Rpn11 block: inactive; Scp1 inh: -1; LMPTP block: -1.3; MT1-MMP act inh: 4; NadD inh: 1; STEP inh: 2; SKN-1 inh: 3; DNMT1 inh: 0

Next section, overlapping the part above by four compounds.
How did CCOC(=O)CSc1nnc(-c2ccco2)n1C do in these assays?
SUMO1 PPI mod: -2; NRP1-CendR mod: -16; Rpn11 block: inactive; Scp1 inh: -8; LMPTP block: -1.7; MT1-MMP act inh: -4; NadD inh: 0; STEP inh: -3; SKN-1 inh: -5; DNMT1 inh: 5

How did O=C(O)C1CC=CCC1C(=O)NCCc1ccccc1 (configuration not stated) do in these assays?
SUMO1 PPI mod: -1; NRP1-CendR mod: -2; Rpn11 block: inactive; Scp1 inh: 5; LMPTP block: 0.0; MT1-MMP act inh: 0; NadD inh: -3; STEP inh: -7; SKN-1 inh: 19; DNMT1 inh: 6

What do the screens show for `CCc1nnc(NC(=O)CCC(=O)NC2CCCC2)s1`?
SUMO1 PPI mod: 2; NRP1-CendR mod: 2; Rpn11 block: inactive; Scp1 inh: -9; LMPTP block: -1.2; MT1-MMP act inh: 0; NadD inh: -1; STEP inh: -2; SKN-1 inh: 4; DNMT1 inh: 0

What do the screens show for `Cc1cc(C)c(C(=O)CSc2nc(C)cc(C)c2C(N)=O)c(C)c1`?
SUMO1 PPI mod: 1; NRP1-CendR mod: 0; Rpn11 block: inactive; Scp1 inh: -1; LMPTP block: -1.3; MT1-MMP act inh: 4; NadD inh: 1; STEP inh: 2; SKN-1 inh: 3; DNMT1 inh: 0

Results for CCOc1ccccc1N1CCN(C(=O)CNC(=O)c2sc3ccccc3c2Cl)CC1 ?
SUMO1 PPI mod: -8; NRP1-CendR mod: 9; Rpn11 block: inactive; Scp1 inh: 2; LMPTP block: 4.1; MT1-MMP act inh: -3; NadD inh: -14; STEP inh: 0; SKN-1 inh: 18; DNMT1 inh: -3

What do the screens show for `Cc1cccc(C(=O)NCCN2CCCC2)c1`?
SUMO1 PPI mod: -1; NRP1-CendR mod: -14; Rpn11 block: inactive; Scp1 inh: -5; LMPTP block: 0.9; MT1-MMP act inh: -3; NadD inh: 5; STEP inh: 0; SKN-1 inh: 2; DNMT1 inh: 0

What do the screens show for `CCOC(=O)CCNC(=O)Nc1ccc2nc(C)n(Cc3ccccc3Cl)c(=O)c2c1`?
SUMO1 PPI mod: -3; NRP1-CendR mod: -1; Rpn11 block: inactive; Scp1 inh: -4; LMPTP block: -1.2; MT1-MMP act inh: 6; NadD inh: 6; STEP inh: 1; SKN-1 inh: 2; DNMT1 inh: -4

How did OCCC1CN(Cc2ccc(F)cc2)CCN1CCCc1ccccc1 (configuration not stated) do in these assays?
SUMO1 PPI mod: 0; NRP1-CendR mod: -15; Rpn11 block: inactive; Scp1 inh: 1; LMPTP block: -1.6; MT1-MMP act inh: 1; NadD inh: 1; STEP inh: -2; SKN-1 inh: -1; DNMT1 inh: 0

Results for COc1ccc(NC(=S)N(Cc2cccc(Br)c2)CC2CCC(C(=O)O)CC2)cc1 (configuration not stated) ?
SUMO1 PPI mod: 0; NRP1-CendR mod: 10; Rpn11 block: inactive; Scp1 inh: 3; LMPTP block: 0.9; MT1-MMP act inh: -6; NadD inh: -5; STEP inh: -2; SKN-1 inh: -7; DNMT1 inh: 1

How did CC1=C(C(=O)N(C(C)C)C(C)C)CC(CC(=O)NC2CCCC2)C(=O)N1Cc1ccccc1 (configuration not stated) do in these assays?
SUMO1 PPI mod: 3; NRP1-CendR mod: 4; Rpn11 block: inactive; LMPTP block: -2.9; MT1-MMP act inh: -1; NadD inh: 1; STEP inh: -3; SKN-1 inh: -3; DNMT1 inh: 4

The order is random; overall some 3.9% were active at least once.
